JMJD2A Tudor: inhibitors of human JMJD2A Tudor domain | O75164 | AlphaScreen JMJD2A-Tudor / H3K4me3 peptide binding | Potency, µM (top dose mostly 114 µM), for inactives: top-dose activity change, negative = inhibition, hits mostly inhibitors | 390,000 compounds, 4.4% hits | AID 504339; note: potency is the fitted concentration of half-maximal effect; % is set by controls: 0 for no effect and ±100 for the full control effect; nearly all actives have a fitted effect of over 50% in size
PI4K2A block: inhibitors of human PI4K2A; Q9BTU6; purified PI4K2A, ADP-Glo luminescence, 1 h; active compounds read low; activity change, negative = inhibition, % at 76.9 µM; 420,000 compounds, 0.13% hits; AID 1346378; in the data active = activity change below about -50%; inconclusive = mostly about -30% to -49%;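 note: -100% = wells without enzyme as full effect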
Target sequence (Q9BTU6 whole entry, looked up): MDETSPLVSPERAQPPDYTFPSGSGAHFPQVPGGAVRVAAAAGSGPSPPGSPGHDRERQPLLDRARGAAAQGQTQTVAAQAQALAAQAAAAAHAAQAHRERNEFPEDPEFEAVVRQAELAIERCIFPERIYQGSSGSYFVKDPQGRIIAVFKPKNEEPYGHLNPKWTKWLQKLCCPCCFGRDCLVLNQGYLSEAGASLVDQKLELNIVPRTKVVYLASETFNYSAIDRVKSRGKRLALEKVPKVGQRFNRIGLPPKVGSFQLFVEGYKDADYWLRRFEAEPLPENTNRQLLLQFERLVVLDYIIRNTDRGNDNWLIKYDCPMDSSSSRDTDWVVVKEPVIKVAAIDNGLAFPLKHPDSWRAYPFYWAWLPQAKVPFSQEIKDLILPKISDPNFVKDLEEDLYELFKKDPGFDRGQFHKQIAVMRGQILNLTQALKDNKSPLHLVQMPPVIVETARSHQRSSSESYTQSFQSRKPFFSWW
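ADP-Glo luminescence measured ADP generated by PI4K2A enzyme (4 ug/mL before mixing) with 1.2 mM PI substrate (pre-mix) and 300 microM ATP (pre-mix). Tris pH7.5 buffer with MgCl2, Triton X-100; 1 h reaction at ambient temperature.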
PGK inhibitor: T. brucei PGK inhibition; P07378; PGK/GAPDH coupled, Kinase-Glo luminescence, 60 min; Potency, µM (highest dose often 57.5 µM), for inactives: top-dose activity change, negative = inhibition, hits mostly inhibitors; 380,000 compounds, 0.043% hits; note: potency is the fitted concentration of half-maximal effect; % is set by controls: 0 for no effect and ±100 for the full control effect; nearly all actives have a fitted effect of over 60% in size
Target sequence (P07378 whole entry, looked up): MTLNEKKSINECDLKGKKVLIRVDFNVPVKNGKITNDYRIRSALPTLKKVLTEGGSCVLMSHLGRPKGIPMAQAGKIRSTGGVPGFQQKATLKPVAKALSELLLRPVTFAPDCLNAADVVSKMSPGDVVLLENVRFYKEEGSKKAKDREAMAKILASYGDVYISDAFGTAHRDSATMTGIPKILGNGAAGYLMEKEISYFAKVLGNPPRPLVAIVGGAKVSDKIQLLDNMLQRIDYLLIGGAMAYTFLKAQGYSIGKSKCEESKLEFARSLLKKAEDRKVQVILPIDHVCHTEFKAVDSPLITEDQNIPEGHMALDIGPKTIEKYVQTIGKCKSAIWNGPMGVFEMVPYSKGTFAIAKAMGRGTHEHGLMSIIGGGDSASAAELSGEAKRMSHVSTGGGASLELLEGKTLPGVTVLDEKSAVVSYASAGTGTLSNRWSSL
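Recombinant glycosomal PGK reaction used 1,3-bisphosphoglycerate generated in-well by GAPDH (100nM final) in 100mM TEA pH 7.6, 5mM MgCl2, 0.01% Tween-20. After 60 minutes at room temperature, ATP was read by Kinase-Glo Plus luminescence end-point.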
GLS inhibitor: blocks human kidney-isoform glutaminase activity. O94925. GLS enzymatic activity, qHTS titration. Potency, µM (top dose mostly 45.5 µM), for the others: at the top dose activity change, negative = inhibition, hits mostly inhibitors. 410,000 compounds, 0.21% hits; note: potency is the fitted concentration of half-maximal effect; % is set by controls: 0 for no effect and ±100 for the full control effect
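Glutamate formation by hKGA was monitored fluorometrically using coupled glutamate oxidase, HRP and Amplex Red. Substrate was added as 1 mM L-glutamine solution; incubation was 30 min at RT after an initial read.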
ERG-DNA inh: inhibitors of human ERG Ets domain-DNA interaction; 370,000 compounds, 0.028% hits; P11308; fluorescence polarization, His-ERG Ets domain / labelled DNA; Potency, µM (titrated, usually from 76.9 µM), inactives show top-dose FP activity, negative = inhibition, most hits filed as inhibitors; active = well fitted inhibition curve with a large enough effect in the polarisation, with a control signal flat; inconclusive = small, poorly fitted or top-dose-only effect, or effect the other way, or a change in a side signal; inactive = no such curve, though single readings can be large or run the other way; the % refers to the polarisation;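 note: polarization taken with two DNA probes labelled with fluorescein and Texas red; potency is the fitted concentration of half-maximal effect; % of control where 0% means no effect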
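His-tagged ERG Ets domain (1 uM in the protein solution; 300mM KCl, 50mM Tris-HCl, 1mM EDTA, 1mM DTT, pH 7.5) received compound, then a probe mix of 5 nM fluorescein-DNA and 100nM Texas-615-DNA. Fluorescence polarization was read for both dyes.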
HP1b chromo inh: blocks HP1-beta chromodomain binding to methylated histone tails. P83916. AlphaScreen HP1-beta / biotin-H3K9me3 peptide binding. Potency, µM (highest dose often 114 µM), for inactives: at the top dose activity change, negative = inhibition, hits mostly inhibitors. 390,000 compounds, 0.56% hits; note: potency is the fitted concentration of half-maximal effect; nearly all actives have a fitted effect of over 70% in size; inactives centre near 23
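Compound inhibition of the preformed complex between 50 nM HP1-beta and 50 nM biotinylated H3K9me3 peptide was read by AlphaScreen. Buffer was PBS pH 7.4 with 0.01% Tween-20. Incubations ran 30 min at room temperature, with 10 ug/mL donor/acceptor beads.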
Pin1 inhibitor: inhibitors of human Pin1; Pin1 FP peptide displacement, HiFluor488, 10 min; 390,000 compounds, 0.009% hits; AID 504891; Q13526; Potency, µM (titrated, usually from 115 µM), inactives show top-dose activity, negative = inhibition, actives largely listed as inhibitors; active = well fitted inhibition curve with a large enough effect in the polarisation, with a control signal flat, not every such curve was filed as active; inconclusive = small, poorly fitted or top-dose-only effect, or effect the other way, or a change in a side signal; inactive = no such curve, though single readings can be large or run the other way; the % refers to the polarisation; note: potency is the fitted concentration of half-maximal effect; % is set by controls: 0 for no effect and ±100 for the full control effect
Target sequence (Q13526 whole entry, looked up): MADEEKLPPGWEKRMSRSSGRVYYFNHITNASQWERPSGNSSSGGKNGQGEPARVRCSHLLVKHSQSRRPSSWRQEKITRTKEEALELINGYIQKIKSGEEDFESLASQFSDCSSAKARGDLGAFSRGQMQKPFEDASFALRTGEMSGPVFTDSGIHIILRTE
G9a block: blocks human histone lysine methyltransferase G9a; Q96KQ7; G9a H3K9 monomethylation, AlphaScreen, 2 h; Potency, µM (highest dose often 102 µM), inactives show at the top dose activity, negative = inhibition, hits mostly inhibitors; 350,000 compounds, 8.8% hits; AID 504332; note: potency is the fitted concentration of half-maximal effect; % is set by controls: 0 for no effect and ±100 for the full control effect; nearly all actives have a fitted effect of over 75% in size
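G9a (20 nM) was preincubated 15 min with compound, then reacted 2 h at room temperature with 500 nM biotin-H3K9 peptide and 20 µM SAM. Monomethyl-H3K9 detected by AlphaScreen using anti-H3K9me1 antibody.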
BAZ2B block: BAZ2B (human) inhibition | Q9UIF8 | AlphaScreen BAZ2B-H3K14Ac peptide displacement | Potency, µM (titrated, usually from 114 µM), inactives show at the top dose activity change, negative = inhibition, hits mostly inhibitors | 360,000 compounds, 4.4% hits | AID 504333; note: potency is the fitted concentration of half-maximal effect; % is set by controls: 0 for no effect and ±100 for the full control effect; nearly all actives have a fitted effect of over 60% in size
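Inhibition is scored as reduced AlphaScreen emission. The BAZ2B/b-H3(5-23)K14Ac complex (50 nM each) in PBS pH 7.4, 0.01% Tween-20 meets compound (up to 110 uM) for 30 min at RT before bead addition.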
An asterisk follows results filed as active; i = inactive; ? = inconclusive; . = not tested or not shown; & = joins results of further samples; [ ] = another dose, or the depositor's remark. Unless noted, calls come from the whole dose curve; as a rule, active = well fitted curve in the direction sought with a large enough effect; inconclusive = small, poorly fitted or top-dose-only effect, or another doubt; inactive = no such curve, though single readings can be large; an effect the other way counts as inactive or inconclusive.

BAZ2B block,PGK inhibitor,Pin1 inhibitor,ERG-DNA inh,PI4K2A block,JMJD2A Tudor,G9a block,HP1b chromo inh,GLS inhibitor,mol
-1%,-4%,1%,-1%,-1,4%,5%,59%[activator],-6%,Cc1ccc2c(c1)C(=O)OC1(O)C3C4C=CC(C4)C3C(=O)N21 (centres undefined)
50µM*,-2%,18%,9%,-5,?,50µM*,35%,-2%,C=CCNc1oc(Cc2cccc3ccccc23)nc1C#N
4%,0%,4%,-5%,10,-18%,41%[activator],15%,0%,O=C(NCCCc1ccccc1)c1cccs1
?,2%,22%,-5%,-18,?,32%[0.501 µM],?,-2%,CCc1ccc(/C=C2/SC(=S)N(CC(=O)Nc3nc4ccccc4s3)C2=O)cc1
2%,-5%,-1%,9%,3,2%,-2%[59 µM],29%[57 µM],-2%,O=C(c1ccc2c(c1)OCCO2)N(Cc1cccnc1)c1nc2ccc(Cl)cc2s1
10%,-7%,-3%,-1%,-4,-19%,-46%,15%,-25%,COc1ccccc1OC(C)C(=O)NNC(=S)NC1CCCC1 (centres undefined)
-1%,-6%,5%,21%,9,1%,.,42%[activator],-5%,Cc1ccc(OCC(=O)N/N=C/c2cn(C)c3ccccc23)cc1
-2%,-5%,-14%,1%,-4,-3%,-4%,41%[activator],-1%,O=C(N/N=C/c1ccco1)C(O)c1ccccc1 (centres undefined)
-1%,-1%,-4%,8%,0,-19%,2%[59 µM],27%,0%,COc1ccc(CCNC(=O)CCc2c(C)nc3c(c(C)nn3-c3ccccc3)c2C)c(OC)c1
1%,-5%,0%,7%,2,-14%,-3%,13%,20%,Cc1cc(C)cc(NC(=O)Nc2ccccc2N2CCCCC2)c1
1%,4%,5%,-1%,-6,-3%,4%,23%,1%,NC(=O)c1c(NC(=O)c2ccc(F)cc2Cl)sc2c1CCC2
11%,-3%,1%,2%,6,-7%,?,24%,-2%,COc1ccc(NC(=O)c2c(C)noc2C(C)C)cc1S(=O)(=O)N1CCCCC1
-7%,-1%,25%,-1%,-12,5%,16%[59 µM],11%,3%,Cc1nn2c(COc3ccc(NC(=O)c4ccccc4Cl)cc3)nnc2c2ccccc12
7%,1%,-6%,11%,-1,-9%,8%[2.33 µM],24%,1%,CCOC(=O)C1CCN(C(=O)COC(=O)c2oc3ccc(OC)cc3c2C)CC1
9%,-11%,-5%,-5%,0,?,17%[59 µM],?,10%,CC(=O)c1ccc(N2CCN(C(=O)COc3ccccc3F)CC2)c(F)c1
1%&9%,-3%&2%,0%&10%,5%&2%,-1&1,-11%&1%,9%[59 µM],37%&25%,0%&0%,CCOC(=O)CSc1nc2ccccc2c(=O)n1-c1ccc(C(=O)NCCOC)cc1
12%,i,-12%,4%,2,8%,-2%,62%[activator],-8%,CCN=C1SC(CC(=O)Nc2ccc(C)cc2)C(=O)N1CC (centres undefined)
-23%,8%,-1%,34%[activator],2,-17%,-26%,14%,1%,O=C(Nc1ccc(F)cc1F)Nc1csc2ccccc12
?,8%,10%,1%,-2,?,-112%[59 µM],-15%,-3%,Cc1cccc2c1NC(=O)C21N2CCCC2C(C(=O)c2ccc3ccccc3c2)C12C(=O)Nc1ccccc12 (centres undefined)
1%,-2%,5%,10%,3,-8%,-48%,18%,-1%,COc1cccc(NC(=O)CN(C)C(=O)c2ccc3c(c2)S(=O)(=O)N=C2CCCCCN23)c1
7%,2%,-2%,-3%,-3,4%,5%,23%,-6%,COCCNC(=O)C(c1ccc(F)cc1)N(Cc1ccccc1)C(=O)CCC(=O)Nc1nccs1 (centres undefined)
-6%,-3%,-3%,0%,4,?,-2%[0.501 µM],27%,1%,CC(C)N(C(C)C)S(=O)(=O)c1ccc(NC(=O)c2cnccn2)cc1
?,i,-7%,-6%,-5,-7%,13%,21%,-13%,Cc1ccc(/C=N/Nc2nnc(Cc3ccccc3)c(=O)[nH]2)o1
-13%,0%,-13%,-9%,-2,?,-17%[59 µM],27%,0%,CCN(CC)C(=O)c1[nH]cnc1C(=O)N[C@@H](C)C(=O)OCc1ccccc1
-1%,i,-1%,3%,-4,2%,14%[59 µM],26%,1%,COc1ccc(OC)c(Nc2nc3ccccc3n3c(C)nnc23)c1

Next part:
BAZ2B block,PGK inhibitor,Pin1 inhibitor,ERG-DNA inh,PI4K2A block,JMJD2A Tudor,G9a block,HP1b chromo inh,GLS inhibitor,mol
-3%,-7%,9%,-9%,-5,-14%,1%[59 µM],10%,-1%,CCOc1ccccc1CNC(=O)C1CCN(S(=O)(=O)c2cccc3nonc23)CC1
-3%,-2%,-2%,-2%,-2,-13%,7%,22%,-5%,CCCCCCNC(=O)CC(NS(=O)(=O)c1ccc(OC)cc1)C(C)C (centres undefined)
-11%,-3%,-5%,8%,3,-12%,12%[59 µM],38%,0%,COc1ccc(-c2ccc(OC)c([C@H]3[C@H]4C=CC[C@@H](C)[C@@H]4C(=O)N3Cc3ccccc3)c2)cc1C
1%,-3%,-4%,-5%,1,-22%,7%[59 µM],36%,10%,COCCNC(=O)CSc1nc2cc3c(cc2c(=O)n1CCCC(=O)NCc1ccc2c(c1)OCO2)OCO3
-2%,-1%,2%,15%,0,-1%,.,42%,-4%,CC(CCc1ccccc1)NC(=O)c1ccc(F)cc1 (centres undefined)
?,-1%,-2%,-1%,-11,-30%,0%[0.0925 µM],35%,-22%,CN1CCc2c(sc3nc(SCC(=O)N4CCCCC4)n(-c4ccccc4)c(=O)c23)C1
-12%,-2%,-2%,0%,0,6%,.,6%,0%,COCc1nnc(NC(=O)C2CC(=O)N(C3CCCCC3)C2)s1 (centres undefined)
14µM*,?,.,-5%,-3,22µM*,.,?,10%,Cc1ccc(NC(=O)CN2C(=O)S/C(=C/c3ccc(O)c([N+](=O)[O-])c3)C2=O)cc1C
-28%,-5%,?,6%,-5,?,10µM*,-2%,-2%,O=C(N/N=C/c1ccc(N2CCOCC2)o1)c1cccc([N+](=O)[O-])c1
-3%,-9%,-3%,2%,-5,7%,4%[0.501 µM],30%,-15%,O=C(Nc1nnc(Cc2ccccc2)s1)c1cccnc1
1%,-3%,-10%,-13%,-1,-24%,-1%[59 µM],27%,-9%,CS(=O)(=O)N1CCCc2cc(C(=O)Nc3cccc(C(F)(F)F)c3)ccc21
-6%,-7%,-3%,4%,4,-19%,-4%[59 µM],22%,-6%,COc1ccc(/C=C/C(=O)OCC(=O)Nc2ccc(C)cc2)cc1S(=O)(=O)N1CCOCC1
-33%,i,-1%,-2%,8,?,?,5%,-2%,Cn1cc(CC(=O)N2CCN(c3ccccc3F)CC2)c2ccccc21
5%,i,-3%,-6%,3,-15%,49%[activator],20%,4%,O=C(Nc1cccc(Cl)c1N1CCOCC1)c1cccnc1
?,i,-3%,.,-1,-22%,?,15%,69%[activator],COc1cc(CNn2c(C)n[nH]c2=S)cc(Cl)c1OCc1ccc(F)cc1
.,-12%,3%,-13%,-2,-25%,.,2%,8%,CCOc1ccc(NC(=O)CN(C)C(=O)c2cccnc2Sc2ccc(C)cc2C)cc1OCC
-14%,-1%,-8%,1%,-1,-7%,18%,16%,7%,O=C(NCCOc1ccccc1)C1CCC(=O)N(Cc2ccc(Cl)cc2)C1 (centres undefined)
12%,-3%,-4%,-6%,-4,21%,12%[59 µM],80%[activator],-4%,CC12COC3(C(=O)Nc4ccc(Cl)cn4)CC1CCC32C (centres undefined)
10%[57.1 µM],-2%,-6%,-8%,-6,-22%,-2%[59 µM],2%,5%,O=C(NCc1ccccc1F)C1CCN(c2nnc(-n3cccc3)s2)CC1
-33%,-2%,-10%,2%,-2,-31%,50µM*,22%,-13%,CC(C)CCSc1cc(NCCO)c([N+](=O)[O-])c2nonc12
2%,-5%,2%,-6%,7,7%,20%,54%[activator],-5%,COc1ccc(-n2nnnc2/C=C/Nc2cc(C(F)(F)F)ccc2OC)cc1
1%,i,-13%,4%[15.4 µM],-5,-12%,.,15%,0%,Cn1cc(/C=C/C(=O)N2CCCC(C(=O)c3cccc(C(F)(F)F)c3)C2)cn1 (centres undefined)
13%,2%,2%,8%,6,3%,6%[12.7 µM],12%,9%,CCCN(CC(=O)Nc1ccc(F)c(F)c1F)C(=O)c1ccc2c(=O)n3c(nc2c1)CCC3
-9%,0%,-3%,-2%,6,-19%,0%[0.501 µM],9%,17%,COc1ccc(Cl)cc1NS(=O)(=O)c1cccc(C(=O)NCC2(N(C)C)CCCCC2)c1
?,-9%,0%,-3%,-5,-4%,?,10%,8%,O=C(/C=C/c1ccco1)NC1CCCC1
44%[activator],-4%,8%,-4%,12,17%,14%,50%,13%,c1ccc(COc2ccc(CNCc3cccs3)cc2)cc1
-2%,-5%,2%,5%,-4,?,-33%,10%,3%,CCCn1c(SCC(=O)NCc2ccc(Cl)cc2)n[nH]c1=O

A stretch taken from the entries so far:
BAZ2B block,PGK inhibitor,Pin1 inhibitor,ERG-DNA inh,PI4K2A block,JMJD2A Tudor,G9a block,HP1b chromo inh,GLS inhibitor,mol
-3%,-7%,9%,-9%,-5,-14%,1%[59 µM],10%,-1%,CCOc1ccccc1CNC(=O)C1CCN(S(=O)(=O)c2cccc3nonc23)CC1
-3%,-2%,-2%,-2%,-2,-13%,7%,22%,-5%,CCCCCCNC(=O)CC(NS(=O)(=O)c1ccc(OC)cc1)C(C)C (centres undefined)

Screening data from PubChem.

Rows are unselected; 11% or so of the library scored in one or more.
